SNCA viab count: cell viability loss counter-screen | hit rate 0.12% among 150,000 | Potency, µM (series often up to 57.1 µM), inactives show top-dose activity change, negative = cytotoxicity, hits mostly cytotoxic | HEK-293-SNCA-luc viability, GF-AFC fluorescence, 24 h;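 further: potency means the concentration at half of the fitted maximal effect; 0% = DMSO-treated cells and -100% = medium-only wells without cells; nearly all actives have a fitted effect of over 30% in size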
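Cytotoxicity counterscreen: after 24 h compound treatment of genome-edited SNCA-luciferase HEK-293 cells, live-cell protease substrate GF-AFC read by fluorescence after 30 min; activity scaled between DMSO (0%) and medium-only (-100%), curves Hill-fitted.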
SNCA expr inhib: SNCA gene expression inhibition. Potency, µM (top dose mostly 57.2 µM), for inactives: top-dose activity change, negative = inhibition, usual class: inhibitors. AID 1671194. HEK-293 SNCA-luciferase knock-in, luminescence, 24 h. hit rate 0.17% among 140,000;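 further: potency means the concentration at half of the fitted maximal effect; plate controls were DMSO cells for no effect and cell-free wells for full effect; nearly all actives have a fitted effect of over 45% in size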
HEK cytotox: cytotoxic compounds in HEK 293 cells; hit rate 6.6% among 94,000; HEK 293 viability, ATP luminescence (CellTiter-Glo), 48-72 h; AID 1345083; Potency, µM (doses to about 115 µM), for the others: at the highest dose activity change, negative = cytotoxicity, actives largely listed as inhibitors; further: potency means the concentration at half of the fitted maximal effect; nearly all actives have a fitted effect of over 60% in size
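ATP-coupled CellTiter-Glo luminescence served as viability read-out, recorded 10 min after reagent addition at room temperature. HEK 293 cells, 250 cells/well, had been incubated with pintool-transferred compound for 48 or 72 hr at 37 degree Celsius.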
IP6K1 inh: inhibitors of human IP6K1; Q92551; IP6K1 kinase, ADP-Glo luminescence, 2 h; active compounds read low; activity change, % (series mostly up to about 58 µM); hit rate 0.81% among 140,000; in the data active means activity change below about -25%
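ADP-Glo luminescence measures ADP made by human IP6K1 during a 2 h RT reaction with ATP/IP6 (mix at 1.3 mM/130 uM); top library doses 57.5 and 19.1 uM final.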
Luciferase inh: blocks purified firefly luciferase enzyme activity; purified P. pyralis luciferase, luminescence, biochemical; Potency, µM (series often up to 115 µM), inactives show at the highest dose activity change, negative = inhibition, most hits filed as inhibitors; hit rate 2.5% among 76,000; AID 1347043; further: potency means the concentration at half of the fitted maximal effect; nearly all actives have a fitted effect of over 65% in size
Target sequence (P08659 whole entry, looked up): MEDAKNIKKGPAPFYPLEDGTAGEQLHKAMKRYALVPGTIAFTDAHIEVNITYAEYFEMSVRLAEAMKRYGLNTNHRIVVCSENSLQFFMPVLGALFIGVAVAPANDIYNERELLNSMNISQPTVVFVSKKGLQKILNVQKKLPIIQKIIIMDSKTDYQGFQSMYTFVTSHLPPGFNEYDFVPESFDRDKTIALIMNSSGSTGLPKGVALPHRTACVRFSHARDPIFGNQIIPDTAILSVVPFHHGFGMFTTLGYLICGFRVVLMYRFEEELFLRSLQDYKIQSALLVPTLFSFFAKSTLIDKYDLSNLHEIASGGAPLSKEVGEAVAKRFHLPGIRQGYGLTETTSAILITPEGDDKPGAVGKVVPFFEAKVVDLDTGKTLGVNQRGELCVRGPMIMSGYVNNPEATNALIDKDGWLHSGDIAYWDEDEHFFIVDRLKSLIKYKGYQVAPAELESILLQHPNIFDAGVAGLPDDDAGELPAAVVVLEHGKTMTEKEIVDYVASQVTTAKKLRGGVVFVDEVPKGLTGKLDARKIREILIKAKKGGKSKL
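Luminescence read by CCD imager after adding enzyme (10nM final) to wells holding compound, titrated in qHTS. Substrates 10uM each D-luciferin and ATP; buffer 50mM Tris acetate pH 7.5, 10mM Mg acetate, Tween-20, BSA.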
GPT2 inh: inhibitors of human GPT2 alanine aminotransferase; Q8TD30; Recombinant GPT2, coupled pyruvate oxidase/HRP Amplex Red fluorescence; Potency, µM (series often up to 57.7 µM), inactives show top-dose activity change, negative = inhibition, hits mostly inhibitors; hit rate 0.25% among 100,000; AID 1671188; further: potency means the concentration at half of the fitted maximal effect; nearly all actives have a fitted effect of over 60% in size; many of its hits are not listed in these tables
Target sequence (Q8TD30 whole entry, looked up): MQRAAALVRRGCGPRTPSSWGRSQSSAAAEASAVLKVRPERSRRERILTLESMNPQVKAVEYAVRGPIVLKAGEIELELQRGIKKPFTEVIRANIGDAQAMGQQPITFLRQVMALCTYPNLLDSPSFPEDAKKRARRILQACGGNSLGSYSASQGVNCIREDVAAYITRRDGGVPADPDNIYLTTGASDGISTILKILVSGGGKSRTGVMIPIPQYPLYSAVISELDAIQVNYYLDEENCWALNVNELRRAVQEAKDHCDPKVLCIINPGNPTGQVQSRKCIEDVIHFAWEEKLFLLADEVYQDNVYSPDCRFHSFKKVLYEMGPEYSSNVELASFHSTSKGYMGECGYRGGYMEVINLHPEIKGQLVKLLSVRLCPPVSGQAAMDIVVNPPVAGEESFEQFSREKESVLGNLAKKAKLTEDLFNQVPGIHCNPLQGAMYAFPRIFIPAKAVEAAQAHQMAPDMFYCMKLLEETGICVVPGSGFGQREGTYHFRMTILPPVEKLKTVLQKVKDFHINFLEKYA
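Recombinant GPT2 (10ng/uL) with 250uM a-KG and 2mM L-alanine, 30 min at room temperature, in HEPES pH 7.5 buffer. Pyruvate detected by pyruvate oxidase/HRP/Amplex Red fluorescence after 30 min in the dark; AOA (50uM) as positive control.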
NIH3T3 tox: NIH 3T3 cell cytotoxicity | Potency, µM (titrated, usually from 96.7 µM), for inactives: at the top dose activity change, negative = cytotoxicity, most hits filed as inhibitors | NIH 3T3 viability, CellTiter-Glo ATP luminescence, 48-72 h | AID 1345082 | hit rate 4.3% among 94,000; further: potency means the concentration at half of the fitted maximal effect; nearly all actives have a fitted effect of over 55% in size
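Mouse fibroblast NIH 3T3 cells, 400 per well, received compound via pintool and were incubated for 48 or 72 hr prior to CellTiter-Glo ATP luminescence measurement.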
Numbers without * were called inactive; [ ] = another dose, or the depositor's remark. Unless noted, the call rests on the fitted dose curve; in most records, active means well fitted curve in the direction sought with a large enough effect; inconclusive means small, poorly fitted or top-dose-only effect, or another doubt; inactive means no such curve, though single readings can be large; an effect the other way counts as inactive or inconclusive. Unless noted, on the % scale 0 is the no-effect control and ±100 the full control effect. Not all compounds are listed; the hit share may differ from the screen's.

What do the screens show for `CCCC1(CO)CCCN(Cc2cc(OC)c(OC)cc2F)C1` (stereo not given)?
SNCA viab count: -5.0%; SNCA expr inhib: 29.3%; HEK cytotox: -8.2%; IP6K1 inh: 21.0; Luciferase inh: -1.1%; GPT2 inh: inconclusive; NIH3T3 tox: -12.3%

Results for COc1cc(/C=C(\C#N)C(=O)NCC2CCCO2)ccc1O (stereo not given) ?
SNCA viab count: -29.2%; SNCA expr inhib: 4.4%; IP6K1 inh: 3.9

What do the screens show for `Cc1ccsc1C(=O)N1CCCC(c2noc(COc3ccccc3)n2)C1` (stereo not given)?
SNCA viab count: 15.0%[12.5 µM]; SNCA expr inhib: 65.0%[activator]; HEK cytotox: inconclusive; IP6K1 inh: -0.7; Luciferase inh: -17.0%; GPT2 inh: inactive; NIH3T3 tox: -19.2%

Results for CCCCNc1nc2c(s1)C[C@]1(C)CC[C@@H]3[C@H](OC(=O)[C@H]3C)[C@H]1[C@@H]2C ?
SNCA viab count: -9.0%[87.6 µM]; SNCA expr inhib: -20.0%[87.6 µM]; HEK cytotox: inconclusive; IP6K1 inh: -0.8; Luciferase inh: inconclusive; GPT2 inh: inconclusive; NIH3T3 tox: inconclusive

Results for Cc1ccc(CN2C(=O)N(c3ccc(C)c(Cl)c3)S(=O)(=O)c3ccccc32)cc1 ?
SNCA viab count: -2.0%; SNCA expr inhib: inconclusive; IP6K1 inh: -4.6

How did COCCN1CCCN(C(=O)c2ccoc2)c2ccccc21 do in these assays?
SNCA viab count: -12.5%; SNCA expr inhib: 11.7%; HEK cytotox: inconclusive; IP6K1 inh: 5.1; Luciferase inh: -10.0%; GPT2 inh: inactive; NIH3T3 tox: -10.0%

Results for CCCN(CCO)C(=O)CC1C(=O)NCCN1C1Cc2ccccc2C1 (stereo not given) ?
SNCA viab count: -3.6%; SNCA expr inhib: -7.5%; HEK cytotox: -10.5%; IP6K1 inh: 1.2; Luciferase inh: 7.5%; GPT2 inh: inconclusive; NIH3T3 tox: -3.6%

Results for O=c1c2sccc2n(Cc2cc(=O)n3ccccc3n2)c(=O)n1-c1cc(F)ccc1F ?
SNCA viab count: -4.5%; SNCA expr inhib: -24.0%; IP6K1 inh: 15.1

How did C[C@@H]1O[C@@H](O[C@H]2[C@@H]3C=CO[C@@H](O[C@@H]4O[C@H](CO)[C@@H](O)[C@H](O)[C@H]4O)[C@@H]3[C@@]3(CO)O[C@@H]23)[C@H](O)[C@H](OC(=O)/C=C/c2ccccc2)[C@H]1O do in these assays?
SNCA viab count: -7.6%[23.9 µM]; IP6K1 inh: 19.5; GPT2 inh: inactive

Results for COc1ccc(NC(=O)c2nc3sccn3c2-c2ccncc2)cc1 ?
SNCA viab count: inconclusive; SNCA expr inhib: -0.2%[87.6 µM]; HEK cytotox: 4.4%[172 µM]; IP6K1 inh: 7.2; GPT2 inh: 1.2%[88.5 µM]; NIH3T3 tox: -14.0%[138 µM]

What do the screens show for `CCCCCC=CCC=CCCCCCCCC(=O)OCC`?
SNCA viab count: -23.7%[23.9 µM]; SNCA expr inhib: -40.6%[25.6 µM]; IP6K1 inh: 8.9; GPT2 inh: inconclusive

How did O=C(Cc1c(F)cccc1Cl)N[C@@H]1CCOC[C@H]1OCCO do in these assays?
SNCA viab count: -10.6%; SNCA expr inhib: 1.5%; HEK cytotox: 2.2%; IP6K1 inh: -8.0; Luciferase inh: 4.3%; GPT2 inh: inconclusive; NIH3T3 tox: -15.8%

What do the screens show for `Cc1cc(C)c(NC(=O)Cn2cccc2-c2nc(-c3ccccc3)no2)c(C)c1`?
SNCA viab count: 5.0%; SNCA expr inhib: -11.0%; HEK cytotox: 5.0%; IP6K1 inh: 1.4; Luciferase inh: -1.9%; GPT2 inh: inconclusive; NIH3T3 tox: inactive

Results for CCN1c2cc(C(=O)Nc3cccc(OC)c3)ccc2C(=O)N2CCCCC21 (stereo not given) ?
SNCA viab count: 10.4%[12.5 µM]; SNCA expr inhib: -10.5%; HEK cytotox: 44.7µM*; IP6K1 inh: 2.7; Luciferase inh: -9.9%; GPT2 inh: inactive; NIH3T3 tox: inconclusive

How did CCN(CC)c1cc(CCC(=O)NCc2ccc(N3CCOCC3)cc2)ccn1 do in these assays?
SNCA viab count: -8.6%; SNCA expr inhib: 24.7%; HEK cytotox: inconclusive; IP6K1 inh: -2.9; Luciferase inh: 1.4%; GPT2 inh: inactive; NIH3T3 tox: -19.5%

Results for O=C(NCCCc1ccccc1)C1CCN(C(=O)N2CCOc3ccc(Cl)cc32)CC1 ?
SNCA viab count: -13.1%; SNCA expr inhib: inconclusive; IP6K1 inh: 12.9

How did O=C(NCc1ccc(Cl)cc1)c1ccc2nnc(-c3ccc(OC(F)(F)F)cc3)n2c1 do in these assays?
SNCA viab count: -6.7%; SNCA expr inhib: 5.8%; HEK cytotox: inconclusive; IP6K1 inh: -3.3; GPT2 inh: inactive; NIH3T3 tox: inconclusive

What do the screens show for `COc1cc(Cl)c(C)cc1NC(=O)CN1C(=O)NC2(CCOCC2)C1=O`?
SNCA viab count: -11.4%; SNCA expr inhib: 35.3%[activator]; HEK cytotox: 5.2%; IP6K1 inh: 6.8; Luciferase inh: 3.5%; GPT2 inh: 3.3%; NIH3T3 tox: 2.7%

What do the screens show for `CC1(COCC2CC2)COc2ccc(C(=O)NCc3cccc(F)c3)cc2N1` (stereo not given)?
SNCA viab count: -10.8%[87.6 µM]; SNCA expr inhib: 2.9%[87.6 µM]; HEK cytotox: inconclusive; IP6K1 inh: 12.7; Luciferase inh: -17.5%[172 µM]; GPT2 inh: -7.6%[88.5 µM]; NIH3T3 tox: inconclusive

Results for Cc1nc(C2(C)CCN(C(=O)C3CCN(S(=O)(=O)c4ccc5c(c4)oc(=O)n5C)CC3)CC2)no1 ?
SNCA viab count: -9.6%; SNCA expr inhib: -27.1%; HEK cytotox: -18.2%; IP6K1 inh: 19.0; GPT2 inh: inactive; NIH3T3 tox: -25.7%

What do the screens show for `COc1cc(OC)c(N(C)C(=O)c2cn(C3CCCC3)c(=O)c3c2c2ccccc2n3C)cc1Cl`?
SNCA viab count: inconclusive; SNCA expr inhib: inconclusive; IP6K1 inh: 0.7

Results for CC(=O)NCCc1ncc(C)n1C1CCC1 ?
SNCA viab count: 7.6%; SNCA expr inhib: -4.0%; HEK cytotox: inactive; IP6K1 inh: -3.0; Luciferase inh: -6.2%; GPT2 inh: inactive; NIH3T3 tox: inactive

Results for CN(C1CCCCC1)S(=O)(=O)c1ccc2c(c1)c(=O)c(C(=O)NCCc1ccccc1)cn2C ?
SNCA viab count: 11.2%; SNCA expr inhib: 0.4%; IP6K1 inh: 22.3

Results for CNC(=O)N1CCc2c(sc3ncnc(N(C)C)c23)C1 ?
SNCA viab count: -2.4%; SNCA expr inhib: 2.1%; HEK cytotox: -0.8%; IP6K1 inh: -7.7; Luciferase inh: -14.7%; GPT2 inh: -19.3%; NIH3T3 tox: inconclusive

Results for N[C@@H]1CC[C@H](C(=O)N2CCN(c3ccncc3)CC2)C1 ?
SNCA viab count: -1.1%; SNCA expr inhib: -0.6%; HEK cytotox: -0.6%; IP6K1 inh: -0.6; Luciferase inh: 0.4%; GPT2 inh: 1.3%; NIH3T3 tox: -9.8%

Results for Cc1nc2c(NC3CCN(C(=O)c4cnccn4)CC3)cccn2n1 ?
SNCA viab count: 1.9%; SNCA expr inhib: -24.0%; HEK cytotox: -0.6%; IP6K1 inh: 10.8; Luciferase inh: 1.0%; GPT2 inh: inactive; NIH3T3 tox: 1.8%

What do the screens show for `O=C(CC[C@H]1NC(=O)c2ccccc2NC1=O)Nc1ncc[nH]1`?
SNCA viab count: 1.7%; SNCA expr inhib: -2.3%; HEK cytotox: 3.7%; IP6K1 inh: 2.8; Luciferase inh: 2.1%; GPT2 inh: -1.0%; NIH3T3 tox: inactive

What do the screens show for `CCc1nc2c(c(-c3ccc(Cl)cc3)n1)CCN([S+](=O)([O-])c1ccccc1)CC2`?
SNCA viab count: 10.1%; SNCA expr inhib: 23.0%; HEK cytotox: 35.5µM*; IP6K1 inh: 3.2; Luciferase inh: -4.4%; GPT2 inh: inactive; NIH3T3 tox: inconclusive

What do the screens show for `CCCN1CCCC2(Cc3ccccc3CN(C(=O)Cc3ccccc3)C2)C1` (stereo not given)?
SNCA viab count: -14.0%; SNCA expr inhib: 21.4%; HEK cytotox: inconclusive; IP6K1 inh: -10.5; GPT2 inh: inactive; NIH3T3 tox: inconclusive

Results for CCn1nc(C)c2c(-c3ccccc3)cc(=O)n(C(C)C(=O)NCc3ccccc3OC)c21 (stereo not given) ?
SNCA viab count: inconclusive; SNCA expr inhib: -38.0%; IP6K1 inh: -4.0

What do the screens show for `CN(Cc1ccnn1C)C1CCCc2ccccc21` (stereo not given)?
SNCA viab count: 6.3%[87.6 µM]; SNCA expr inhib: 1.6%[87.6 µM]; HEK cytotox: inconclusive; IP6K1 inh: -13.4; Luciferase inh: 2.5%[172 µM]; GPT2 inh: inactive; NIH3T3 tox: -29.6%[138 µM]

How did O=C1NC[C@@H](CCC(=O)N2CCCC2)N2C[C@@H](NCc3cccc(Cl)c3)C[C@@H]12 do in these assays?
SNCA viab count: 1.0%[87.6 µM]; SNCA expr inhib: 6.3%[87.6 µM]; HEK cytotox: -9.4%[172 µM]; IP6K1 inh: -8.5; Luciferase inh: -7.1%[172 µM]; GPT2 inh: 0.2%[88.5 µM]; NIH3T3 tox: -14.5%[138 µM]

How did O=C(CSc1nc2c([nH]c3ccccc32)c(=O)n1-c1ccccc1)NCc1ccc(F)cc1 do in these assays?
SNCA viab count: -22.2%; SNCA expr inhib: 4.2%; IP6K1 inh: 8.9

How did O=C(Nc1ccccc1C(=O)OCc1cc(=O)n2nc(C3CC3)sc2n1)c1cccc(F)c1 do in these assays?
SNCA viab count: 12.1%; SNCA expr inhib: -12.3%; IP6K1 inh: -6.9

What do the screens show for `O=C(NCC12CC3CC(CC(C3)C1)C2)c1cc2nc(-c3ccccc3)cc(C(F)(F)F)n2n1`?
SNCA viab count: -7.0%; SNCA expr inhib: -11.6%; IP6K1 inh: -2.2

Results for CNc1ccc(C(=O)N2CCC(CCn3cccn3)CC2)cn1 ?
SNCA viab count: -7.2%; SNCA expr inhib: -9.7%; HEK cytotox: -18.7%; IP6K1 inh: -7.2; Luciferase inh: 0.0%; GPT2 inh: inactive; NIH3T3 tox: -12.5%

What do the screens show for `CCC1=NS(=O)(=O)c2cc(NC(=O)C3CC3)ccc2N1CCOC`?
SNCA viab count: -2.8%; SNCA expr inhib: 7.3%; HEK cytotox: -15.6%; IP6K1 inh: 0.9; Luciferase inh: -6.7%; GPT2 inh: 1.7%; NIH3T3 tox: -4.1%

Screening results as filed in PubChem.
